# Insulin prom up: MIN6 insulin promoter up-regulation; MIN6 insulin promoter-GFP reporter, high-content imaging; hits give high values; 190,000 compounds, 0.3% hits; z-score at 5 µM;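 active = z-score above 3 at 5 µM with at least 500 cells counted in the well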
# PMI inhibition: MPI inhibition at elevated mannose 6-phosphate – biochemical, fluorescence intensity, high mannose 6-phosphate, primary screen (AID 1220). recombinant PMI enzyme, coupled fluorescence intensity; higher % means a stronger effect. inhibition, % at 20 µM, or IC50 in µM where a hit was titrated. 190,000 compounds, 0.66% hits
# human PMI inhibition: inhibitors of human PMI, primary screen, biochemical, fluorescence intensity, coupled assay (AID 1209) | purified PMI enzyme, coupled fluorescence intensity; higher % means a stronger effect | one-dose inhibition, % at 20 µM; IC50 in µM for titrated hits | 190,000 compounds, 0.42% hits;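 note: plate controls were DMSO vehicle for no effect and wells lacking substrate for full effect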
# TNAP activation fold: stimulation of alkaline phosphatase TNAP activity – biochemical, luminescent, no phosphate acceptor, uHTS, primary screen (AID 1001); 200,000 compounds, 0.03% hits; activation fold at 20 µM; hits with a dose series show EC50 in µM; purified TNAP, luminescent activation assay, no phosphate acceptor; higher activation fold means a stronger effect; in the data active = activation fold from about 3, or a potency from the dose series; inactive = the rest, 99 in 100 with activation fold below about 1.6; note: many of its hits are not listed in these tables
# MT stabilizer: microtubule stabilizers in HeLa cells; HeLa tubulin immunostaining HCS, 24 h; share of cells brighter than vehicle mean+2SD; % tubulin-high responders, % at 10 µM; 200,000 compounds, 0.83% hits; AID 2205;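 active = plate Z-score above 3 for both tubulin-high and condensed-nucleus cell shares, with cell loss under 80%, at 10 µM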;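 note: anti alpha tubulin signal scored within the nucleus-defined area of each cell; some results filed as inactive read as strong as hits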
# Hep lipid drop: modulators of hepatic lipid droplet formation. AML12 mouse hepatocytes, oleate lipid droplets, BODIPY imaging. inhibition, % at 6.5 µM. 240,000 compounds, 0.4% hits. AID 1656;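 active = lipid droplet intensity inhibited by at least 50%, with more than 500 cells counted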
#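 Test system: AML12 hepatocytes (mouse); reagent: oleate loading, 100 µM; dosing: one dose, 6.5 µM compound; incubation: overnight exposure; signal: fluorescence imaging, 20x objective, two fields per well; read-out basis: % inhibition of corrected integrated BODIPY droplet signal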
# Autophagy mod: autophagy modulation, high-content screen. MEF GFP-LC3 puncta imaging; test concentration mostly 10 µM. calls only at 10 µM (by protocol). 190,000 compounds, 0.98% hits. AID 463193;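 active = percentage of spot-positive cells more than 3 SD above its plate mean, without a fluorescence outlier flag or 80% toxicity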;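 note: spot-positive cell cutoff set from DMSO-treated cells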
# b-catenin transl: beta-catenin nuclear translocation modulation; nuclear translocation activity, % at 5 µM; 190,000 compounds, 0.3% hits; AID 1665; HeLa beta-catenin nuclear translocation, immunofluorescence imaging;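 active = nuclear translocation activity above 50% at 5 µM, with a well cell count of 50 or more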;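 note: per-cell ratio of nuclear to cytoplasmic median beta-catenin stain intensity; plate controls were DMSO negative control for no effect and GSK-3 inhibitor IX positive control for full effect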
#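 test system = HeLa cells, endogenous beta-catenin | dosing = single 5 µM dose plus 0.02–20 µM confirmation series | times = compound treatment 24 h, 37°C, 5% CO2 | technique = beta-catenin immunofluorescence imaging with DAPI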
# T cell HTS: T cell immune modulation candidate; 2C CD8+ T cell-vesicle binding, flow cytometry; hits give low values; calls only at 7 µM; 330,000 compounds, 0.068% hits; AID 2052;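 active = response, share of CD8 T cells binding vesicles, and their 90th percentile fluorescence all below set limits, cut at about 80% in these data, passing the limit was not always enough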
#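 Read-out – percent CD8+ FL2 mean versus row control · System – murine 2C transgenic CD8+ T lymphocytes · Times – 1.5 h cell–vesicle binding at 37 °C, then 20 min icy labelling · Control set – naked vesicles low, QL9 vesicles with vehicle high · Detection – cytometric PE anti-B7-1 and Alexa647 anti-CD8 signals after 1% paraformaldehyde fixation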
# Insulin prom up cell count: second read-out of Insulin prom up, no call of its own (marks repeat the call); cell count; measured here: cytotoxicity, nuclei count;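 total cells summed across four imaged fields per well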
# Hep lipid drop cells 6.5 µM: recorded beside Hep lipid drop, whose call it bears; cell count; measured here: cell count, cytotoxicity flag;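 cells counted across two imaged fields per well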
# b-catenin transl cell count 5 µM: also measured in b-catenin transl; calls as there; cell count; measured here: cell count, cytotoxicity flag
# T cell HTS vesicle-bound %: also measured in T cell HTS; calls as there; double positive events, %; measured here: CD8+ vesicle-bound cell fraction;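 binding gate set so that unloaded-vesicle control wells show 10% double positive cells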
# MT stabilizer Hoechst-high %: further read-out of MT stabilizer, marked with its call; % Hoechst-high responders; measured here: nuclear condensation Hoechst responders;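 share of cells brighter than vehicle mean plus two SD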
# MT stabilizer cytotoxicity %: second read-out of MT stabilizer, no call of its own (marks repeat the call); toxicity, %; measured here: cytotoxicity by cell density;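 0% = mean cell density of plate MIN control wells and 100% = no cells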
# Autophagy mod cell loss 18 h: also measured in Autophagy mod; calls as there; toxicity, %; measured here: cell loss, nuclei count;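 cell loss after 18 h compound exposure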
# * = called active by the depositor; i = inactive; . = no result given; + = active, no number. Cut-off read from the data, not from the text of the source, unless noted: active = inhibition above about 50%; inactive = the rest.
SMILES,Insulin prom up,Insulin prom up cell count,PMI inhibition,human PMI inhibition,TNAP activation fold,MT stabilizer,MT stabilizer Hoechst-high %,MT stabilizer cytotoxicity %,Hep lipid drop,Hep lipid drop cells 6.5 µM,Autophagy mod,Autophagy mod cell loss 18 h,b-catenin transl,b-catenin transl cell count 5 µM,T cell HTS,T cell HTS vesicle-bound %
COc1cc2c(C(=O)NCc3ccc4c(c3)OCO4)cn(C)c(=O)c2cc1OC,-0.45,1391,10.4%,7.0%,1.1,7.7,2.9,9.8,.,.,i,9.9,2.6,1378,i,49.9
C/C(=N\NC(=O)Cc1c(C)[nH][nH]c1=O)c1cccc(Br)c1,1.19,966,.,.,.,.,.,.,-3.2,685,.,.,-0.1,1341,i,45.8
CCOc1ccc(S(=O)(=O)NCc2ccc(F)cc2)c2cccnc12,0.73,1439,10.1%,8.1%,1.1,3.1,2.8,6.6,.,.,i,-14.3,0.0,1405,i,39.4
COCCN(C(=S)Nc1ccc(C)cc1C)C(C)c1cccs1 (stereo not given),.,.,0.5%,0.5%,1.1,2.1,2.5,4.0,-34.6,726,i,4.7,-0.3,1091,i,35.3
COc1ccccc1NC(=O)CSc1ncnc2c1oc1ccccc12,0.48,1237,4.0%,7.3%,1.1,1.6,2.0,9.3,.,.,i,2.0,-0.3,1104,i,24.5
COc1ccc(Cl)cc1Nc1nc(N)nc(C(F)(F)F)n1,.,.,1.9%,8.1%,1.1,1.9,1.6,1.1,.,.,i,4.6,.,.,i,12.8
Cc1ccc(NC(=O)c2ccc(OCC3CCCO3)cc2)c(C)c1 (stereo not given),-0.07,1457,0.4%,8.5%,1.1,4.2,2.6,3.5,25.8,623,i,17.2,-3.4,1138,i,31.7
CCCCc1c(O)nc(SCC(=O)c2ccccc2)n(-c2ccccc2OC)c1=O,-0.51,1300,.,.,.,.,.,.,-0.4,654,.,.,0.1,1384,i,39.3
O=C(Cc1coc2cc3c(cc12)CCC3)OCC(=O)N1CCCC1=O,-0.61,1305,-0.9%,-2.6%,1.1,2.5,2.5,9.2,-9.0,673,i,3.3,-0.7,1056,i,39.9
CC(=O)c1ccc(N2CCN(C(=O)c3cccc(Oc4ccccc4)c3)CC2)cc1,-0.4,1225,6.2%,8.0%,1.1,2.6,1.5,2.5,4.1,641,+,16.4*,-1.5,1043,i,43.6
COCCCNC(=O)CCn1c(=O)c2ccccc2n(Cc2cccc([N+](=O)[O-])c2)c1=O,0.4,1293,-0.4%,-11.8%,1.1,3.4,1.8,4.5,-10.9,715,i,-2.8,-0.4,1122,i,28.1
Cc1cc(OC(C)C)nc(-c2ccccc2O)n1,.,.,5.5%,3.9%,1.2,1.9,1.2,4.2,9.9,824,i,7.8,-9.1,1273,i,37.7
O=C(NCCc1c[nH]c2ccccc12)c1cncc(Br)c1,2.52,958,9.0%,4.5%,1,1.3,1.6,6.3,1.8,756,i,5.3,-1.9,1173,i,29.3
CCOc1cc(C(=O)Nc2ccc(F)cc2)cc(Br)c1OC,0,1161,14.1%,11.3%,1.1,2.9,1.5,7.5,-10.8,663,i,10.8,-0.5,1046,i,46.1
CCOC(=O)N1CCC(NC(=O)c2cc(C(=O)NCc3ccc(F)cc3)ccc2CO)CC1,0.67,647,4.3%,8.9%,1.1,1.7,1.4,6.2,13.5,840,i,45.6,.,.,i,47.5
Cc1ccc(S(=O)(=O)c2nc(Nc3ccccc3N3CCOCC3)sc2Cl)cc1,2.33,1501,2.2%,4.0%,1.1,3.2,2.2,13.0,.,.,i,12.9,-2.3,1333,i,10.5
CC(=O)c1ccc(N2CCN(C(=O)c3ccc(Br)cc3)CC2)c(F)c1,-0.44,1020,55.1%*,23.0%,1.1,3.5,2.9,12.9,.,.,i,50.1,1.3,1186,i,35.0
N/C(=N\OC(=O)c1ccc(Cl)cc1Cl)c1ccccc1,0.33,1405,16.2%,12.5%,1.1,0.8,1.6,11.7,.,.,i,-5.2,-0.7,1453,i,17.3
Cc1ccc(NC(=O)C(C)Sc2nc(=O)cc(N)n2-c2ccccc2)cc1 (stereo not given),.,.,-5.5%,0.5%,1.1,1.2,1.3,5.0,5.1,702,i,6.1,-0.2,904,i,51.9
CC(OC(=O)CCC(=O)c1cccs1)C(=O)Nc1ccccc1[N+](=O)[O-] (stereo not given),0.81,1086,-7.0%,-12.8%,1.1,4.2,2.5,7.6,9.9,739,i,-4.8,0.3,1089,i,50.9
CC(=O)c1c(C)[nH]c(C(=O)Nc2ccc(Cl)c(S(=O)(=O)N(C)C)c2)c1C,-0.39,1162,9.6%,2.4%,1,3.3,2.6,3.1,-0.4,665,i,-6.6,-1.6,1147,i,40.5
O=C(Nc1nc2n(n1)C(c1ccccc1)C=C(c1ccccc1)N2)c1ccco1 (stereo not given),-0.11,1206,-63.7%,-64.5%,1.1,5.8,1.5,7.3,.,.,i,7.0,-2.1,1153,i,61.0
CC(=O)C(=Cc1cc(C)n(-c2ccccc2)c1C)C(C)=O,-0.33,1129,-7.4%,-14.1%,1.1,1.6,2.7,8.4,-7.4,663,i,-14.0,7.1,840,i,49.0
Cc1ccc(C#N)c(SCc2cc3c(cc2Cl)OCO3)n1,-0.63,1473,-3.6%,-3.0%,1,3.9,4.2,0.8,.,.,i,8.5,1.7,1434,i,13.4
O=c1[nH]c(Cc2ccccc2)nc2c1oc1ccccc12,0.39,572,9.9%,15.3%,1.1,1.1,1.9,12.9,-1.1,663,i,44.7,1.4,1071,i,5.7
O=C(O)CCCCCCCCCCP(=O)(c1ccccc1)c1ccccc1,-0.03,1081,.,.,.,.,.,.,17.3,757,.,.,0.0,1304,i,10.2
COc1ccccc1Cn1c(=O)c2ccccc2n2c(Sc3ncnc4sccc34)nnc12,0.02,1465,-5.4%,-0.7%,1.1,16.9,6.0,33.9,.,.,i,0.5,-1.2,832,i,4.2
CCc1ccc(NC(=O)C(=O)NCC(O)c2ccccc2)cc1 (stereo not given),0.23,1548,2.4%,3.7%,1,3.9,2.9,3.9,-31.8,691,i,11.5,-2.7,918,i,59.0
O=C(CS(=O)(=O)Cc1ccccc1)N1CCN(c2cccc(C(F)(F)F)c2)CC1,-0.35,1376,1.5%,7.5%,1.1,3.6,3.3,4.2,-8.6,777,i,-3.6,2.0,1060,i,9.2
O=C(Cc1ncc(C(F)(F)F)cc1Cl)Nc1cccc(Br)c1,1.13,1504,8.8%,14.0%,1,3.2,1.7,4.9,.,.,i,9.6,-0.7,1357,i,40.4
COc1ccc(C/C(N)=N/OC(=O)c2cccc([N+](=O)[O-])c2)cc1,0.96,1183,10.8%,16.5%,1.1,4.0,3.5,3.9,-2.6,650,i,-5.0,-1.2,506,i,51.7
Cc1ccc(OC(F)F)c(NC(=O)Nc2cccc(C(F)(F)F)c2)c1,1.35,847,16.7%,19.1%,1,2.0,2.1,11.4,4.6,812,i,-5.2,0.1,1070,i,32.4
Cc1cc(NC(=O)c2c(Br)c(C)nn2C)no1,0.06,1237,12.9%,10.0%,1,3.3,3.0,6.7,.,.,i,-16.8,1.3,496,i,33.3
C/C(=C\c1ccco1)C1C(C#N)=C(N)Oc2n[nH]c(-c3ccc(C)cc3)c21 (stereo not given),-0.6,1518,3.6%,-1.9%,1.1,3.1,1.5,4.6,.,.,i,-18.3,-0.5,973,i,6.5
Cc1ccc(S(=O)(=O)N(C)c2c(C)ccc(S(N)(=O)=O)c2C)cc1,0.29,1404,5.6%,9.8%,0.6,3.9,1.2,5.1,-16.8,646,i,31.0,0.0,1560,i,36.7
Cc1noc(C)c1C(=O)NC(C)C12CC3CC(CC(C3)C1)C2 (stereo not given),-1.46,1195,-10.2%,-8.3%,1.1,2.3,2.0,3.3,-5.6,616,i,-2.0,0.3,1063,i,53.7
COc1ccc(NC2=C3CC(C)CC=C3N(c3ccc(OC)cc3)C2=O)cc1 (stereo not given),-0.34,1133,21.6%,-4.5%,1.1,3.9,3.0,4.7,-10.0,656,i,-4.1,0.7,1072,i,31.1
COC(=O)c1cccc(NC(=O)c2cccnc2)c1,-0.62,1575,3.9%,-9.7%,1,3.5,1.9,8.6,.,.,i,3.4,0.3,1311,i,51.7
Cc1oc2c(C)c(O)ccc2c(=O)c1-c1cnn(-c2ccccc2)c1,-0.25,1595,-7.3%,-14.8%,1,1.4,1.3,5.4,.,.,i,3.4,0.0,1416,i,46.3
Cc1ncc(CN2CCCC(CCC(=O)NCc3ccc(F)c(F)c3)C2)s1 (stereo not given),.,.,-1.2%,1.3%,1,0.8,1.6,2.9,4.6,718,i,2.5,0.2,1558,i,47.9
Cc1nc2cc(NC(=O)c3ccc(N4C(=O)CCC4=O)cc3)ccc2s1,0.16,1361,11.2%,8.1%,1.1,2.5,1.6,1.1,4.7,728,i,26.4,-1.7,1073,i,41.7
O=C(O)CCN1C(=O)c2ccc(NC(=O)c3cccs3)cc2C1=O,0.11,1244,0.0%,3.4%,1,3.8,2.3,5.5,2.2,769,i,3.3,-2.8,1195,i,61.3
O=C(Nc1nnc(SCc2ccc(F)cc2)s1)C1CC(=O)N(Cc2ccccc2)C1 (stereo not given),-0.2,1316,4.8%,16.1%,1.2,3.0,3.9,7.8,-6.7,473,i,3.5,-0.6,984,i,36.6

# 2 compounds picked at random from the list so far:
SMILES,Insulin prom up,Insulin prom up cell count,PMI inhibition,human PMI inhibition,TNAP activation fold,MT stabilizer,MT stabilizer Hoechst-high %,MT stabilizer cytotoxicity %,Hep lipid drop,Hep lipid drop cells 6.5 µM,Autophagy mod,Autophagy mod cell loss 18 h,b-catenin transl,b-catenin transl cell count 5 µM,T cell HTS,T cell HTS vesicle-bound %
COC(=O)c1cccc(NC(=O)c2cccnc2)c1,-0.62,1575,3.9%,-9.7%,1,3.5,1.9,8.6,.,.,i,3.4,0.3,1311,i,51.7
Cc1oc2c(C)c(O)ccc2c(=O)c1-c1cnn(-c2ccccc2)c1,-0.25,1595,-7.3%,-14.8%,1,1.4,1.3,5.4,.,.,i,3.4,0.0,1416,i,46.3
